DENV2 CPE – inhibitors of DENV2 cytopathic effect, primary screen, cell-based, plate reader, single concentration | 350,000 tested, 1.7% active | CPE inhibition, % at 9.99 µM | DENV2-infected cells, cytopathic effect rescue | AID 651640, 2012; in the data active = CPE inhibition above about 20%, passing the limit was not always enough; inconclusive = no clear call, values can overlap the other calls; tested in BHK-21 cells;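 note: 0% = median of neutral control wells and 100% = median of positive control wells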
ERp5 block – inhibitors of ERp5-driven insulin aggregation, primary screen, biochemical, turbidity, absorbance 650 nm, single point; 90 min; inhibition, % at 9.99 µM; 350,000 tested, 0.05% active;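 active = mean replicate inhibition above about 25%, with every replicate also reaching it, limit read from the data, passing the limit was not always enough; inconclusive = only one of those two criteria met; inactive = neither criterion met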
Target sequence (Q15084 whole entry, looked up): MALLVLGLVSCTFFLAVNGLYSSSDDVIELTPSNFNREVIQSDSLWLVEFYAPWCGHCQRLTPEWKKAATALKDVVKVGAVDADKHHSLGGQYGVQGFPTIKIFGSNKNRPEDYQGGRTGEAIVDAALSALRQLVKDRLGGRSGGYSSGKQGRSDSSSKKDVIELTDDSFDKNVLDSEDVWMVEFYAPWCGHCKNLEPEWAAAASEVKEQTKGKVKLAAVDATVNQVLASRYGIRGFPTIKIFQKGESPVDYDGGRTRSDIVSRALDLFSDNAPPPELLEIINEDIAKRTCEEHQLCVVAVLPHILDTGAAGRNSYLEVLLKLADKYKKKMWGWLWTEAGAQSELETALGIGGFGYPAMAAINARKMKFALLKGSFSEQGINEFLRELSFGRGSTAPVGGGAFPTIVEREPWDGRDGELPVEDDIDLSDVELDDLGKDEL
ERAP1 HTS inh – human ERAP1 aminopeptidase inhibitors, primary screen, biochemical, single point, plate reader | recombinant ERAP1, Leu-AMC fluorescence, 60 min | Endoplasmic reticulum aminopeptidase 1 (Homo sapiens), Q9NZ08 | AID 652197, 2013 | 340,000 tested, 0.15% active | inhibition, % at 10.7 µM;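 active = mean replicate inhibition of at least 30%, or all replicates individually reaching that 30% level; inactive = mean below 30% and not every replicate reaching it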;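 note: 0% = neutral control wells and 100% = L-leucinethiol positive control wells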
Casp6 inh – human caspase-6 inhibitors, primary screen, biochemical, VEID-R110 fluorescence, single point, set 2; purified caspase-6, Z-VEID-R110 cleavage fluorescence; inhibition, % at 12.5 µM; 350,000 tested, 0.53% active; AID 686996, 2013;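 active = mean inhibition across replicates at least about 35%, with every replicate also reaching that limit, limit read from the data; inconclusive = only one of the two criteria met; inactive = neither criterion met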;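 note: 0% = median of neutral control wells and 100% = no fluorescence left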
Target sequence (P55212 24-179 limits assumed): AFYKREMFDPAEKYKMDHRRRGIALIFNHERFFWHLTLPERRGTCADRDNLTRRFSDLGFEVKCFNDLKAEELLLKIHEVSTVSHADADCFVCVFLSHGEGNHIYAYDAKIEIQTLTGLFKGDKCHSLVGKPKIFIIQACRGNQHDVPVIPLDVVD
Target sequence (P55212 194-293 limits assumed): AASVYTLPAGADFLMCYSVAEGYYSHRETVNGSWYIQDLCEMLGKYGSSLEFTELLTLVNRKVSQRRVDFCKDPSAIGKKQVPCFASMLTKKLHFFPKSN
F508del corr – F508del CFTR correction, initial screen, CFBE line, single point. CFBE cells, YFP halide quenching; stimulated with forskolin plus potentiator P3; % fluorescence drop versus neutral controls. activity (quench increase), % at 7.58 µM. 350,000 tested, 0.36% active. AID 720511, 2013;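 active = mean added fluorescence quench of at least 8% versus neutral control, with both replicates also reaching 8%; inconclusive = only one of the mean or replicate conditions met; inactive = mean below 8% and not both replicates reaching 8%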;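 note: cells transiently co-express mutant CFTR-F508del with the halide-sensitive YFP; corrector assay measuring rescue of mutant channel to the surface after 24 h compound exposure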
miR-122 sensor – miR-122 Renilla sensor signal increase in Huh7, primary screen, miR-122 inhibitor project, cell-based, single point, plate reader. Huh7 miR-122 Renilla luciferase sensor, 48 h; neutral wells = 0, positive control = 100. activation (reporter increase), % at 12.5 µM. 340,000 tested, 0.3% active. AID 602342, 2012;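 active = mean replicate activation score at least 90 and every replicate individually at or above 90; inconclusive = only one of the two criteria met; inactive = neither criterion met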;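 note: higher luciferase means less miR-122 activity so hits act as miR-122 inhibitors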
SIRT5 block – SIRT5 desuccinylase inhibitors, primary screen, biochemical, fluorescence imaging, single point, set 5; NAD-dependent protein deacylase sirtuin-5, mitochondrial (Homo sapiens), Q9NXA8; Purified SirT5, succinyl-peptide AMC, trypsin-coupled fluorescence; inhibition, % at 15 µM; 330,000 tested, 1.1% active; AID 652115, 2013; in the data active = inhibition above about 15%; inconclusive = no clear call, values can overlap the other calls
Target sequence (Q9NXA8 whole entry, looked up): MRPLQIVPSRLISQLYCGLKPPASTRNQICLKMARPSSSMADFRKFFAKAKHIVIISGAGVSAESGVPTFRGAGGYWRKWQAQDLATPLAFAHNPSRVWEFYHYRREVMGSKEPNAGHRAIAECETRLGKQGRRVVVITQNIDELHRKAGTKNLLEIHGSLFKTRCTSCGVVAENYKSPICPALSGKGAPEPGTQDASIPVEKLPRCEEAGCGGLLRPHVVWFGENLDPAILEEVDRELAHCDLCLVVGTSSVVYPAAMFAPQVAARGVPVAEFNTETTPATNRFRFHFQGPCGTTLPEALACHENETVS
Numbers without * were called inactive; u = inconclusive; x = not tested or not shown; [ ] = another dose, or the depositor's remark.

SMILES	DENV2 CPE	ERp5 block	ERAP1 HTS inh	Casp6 inh	F508del corr	miR-122 sensor	SIRT5 block
CN(C)C(=O)[C@@H]1[C@@H](CO)[C@@H]2Cn3c(ccc(-c4ccccc4)c3=O)[C@H]1N2C(=O)C1CCCC1	-5	1	2	0	-2.2	-2[16.7 µM]	-23
O=C(C[C@H]1C=C[C@H](NC(=O)C2CCOCC2)[C@H](CO)O1)NCC1CC1	2	0	-1	4	-0.3	-9[16.7 µM]	0
COc1ccc(S(=O)(=O)N2CCOC2CNC(=O)C(=O)NCc2ccc3c(c2)OCO3)cc1C (stereo not given)	5	-10	-1	2	6.1	-4	x
CCN1CCN(CCOc2ccc(Br)cc2C)CC1	-6	u	-3	1	0.9	x	-1
Cc1ccc(-c2nnc(-c3ccccc3)c(-c3ccccc3)n2)cc1	-7	6	2	-3	x	-3	-3
Cn1c(CNC(=O)CCNC(=O)c2ccccc2)cc(=O)n(C)c1=O	7	2	0	-2	-0.9	-2	-3
Cc1ccc(S(=O)(=O)Nc2ccc3c(c2)C(=O)N([C@H](C)CO)C[C@@H](C)[C@@H](CN(C)C(=O)Nc2ccccc2)O3)cc1	15	-5	0	2	-0.1	-6[16.7 µM]	-4
CC(C)C#Cc1ccc2c(c1)O[C@@H](CN(C)C(=O)c1ccccc1)[C@@H](C)CN([C@H](C)CO)S2(=O)=O	-4	-1	1	0	-2.9	4[16.7 µM]	5
O=C(CSc1ccccc1C(=O)O)NCc1ccc(Cl)cc1	x	5	-6	-4	2.2	-17	-13
O=C(C[C@@H]1CC[C@H]2NC[C@@H](O)COC[C@@H]2O1)N1CCc2ccccc2C1	6	x	x	x	1.9	-3[16.7 µM]	x
COC(=O)C1CN(C(=O)COc2ccccc2C)c2ccccc2O1 (stereo not given)	-11	1	0	0	0.8	-9	-1
C[C@@H]1CCCCO[C@H](CN(C)S(=O)(=O)c2ccccc2)[C@@H](C)CN([C@H](C)CO)C(=O)c2cc(NS(=O)(=O)c3ccccc3)ccc2O1	-1	1	-1	-1	-1.6	-2[16.7 µM]	-1
C[C@@H]1CN([C@@H](C)CO)C(=O)c2cc(NS(=O)(=O)c3cccs3)ccc2O[C@@H](C)CCCCO[C@H]1CN(C)C(=O)CCC(F)(F)F	5	x	x	x	0.0	0[16.7 µM]	x
O=C1CCCc2cnnn2COC[C@H](Cc2ccccc2)N1	-6	-3	2	-6	x	x	2
COc1ccc(CNC(=O)C[C@H]2CC[C@H](NC(=O)CN(C)C)[C@@H](CO)O2)cc1	2	1	2	1	-0.9	x	0
NC(=S)NC1CC2C=CC1C2 (stereo not given)	1	9	x	-1	-3.0	19	-2
O=C(C[C@H]1C(=O)N(c2ccccc2)C[C@@H]1Cc1ccccc1)Nc1ccccc1	2	7	16	-1	-1.7	1	-5
O=C(NCc1cccnc1)c1cc(Sc2ccc(F)cc2F)nc2ccccc12	-2	-1	-1	-2	x	7	-2
COc1ccc2c3c([nH]c2c1)[C@H](CO)N(Cc1nccs1)CC31CCN(C(=O)C2CCCC2)CC1	-10	-3	1	1	1.5	x	1
COc1ccc(CNC(=O)COC(=O)/C=C/c2ccc(S(=O)(=O)N3CCOCC3)cc2)cc1	x	18	8	2	-2.0	-3	x
COc1ccc(C/C(C)=N/NC(=O)c2ccc(Cl)cc2)cc1	-2	3	-6	-3	-0.5	x	2
O=C(NCCS(=O)(=O)N1CCN(c2ccccc2)CC1)c1ccco1	-7	-5	3	-2	5.0	0	-1
C[C@H]1CN([C@@H](C)CO)C(=O)c2cc(NC(=O)Nc3ccc(F)cc3)ccc2O[C@@H]1CN(C)Cc1ccc(Oc2ccccc2)cc1	-3	2	0	1	1.5	6[16.7 µM]	-9
Cc1ccccc1CN(C)C(=O)CNC(=O)c1ccc2ccccc2c1	-7	-3	-1	3	-4.0	-5	-6
O=C1[C@H]2[C@H](C=CC[C@H]2C(=O)N2CCOCC2)CCN1Cc1ccccc1	5	-5	-3	-6	2.8	-5	-3
(further entries)
SMILES	DENV2 CPE	ERp5 block	ERAP1 HTS inh	Casp6 inh	F508del corr	miR-122 sensor	SIRT5 block
COc1ccc(NC(=O)Nc2cccc3c2O[C@H](CN(C)S(=O)(=O)c2ccc(OC)cc2)[C@@H](C)CN([C@@H](C)CO)C3=O)cc1	-5	10	0	-4	2.0	4[16.7 µM]	2
CC(O)(CS(=O)(=O)c1ccc(Br)cc1)c1ccccc1 (stereo not given)	1	-2	-4	-1	-0.6	-5	-6
CC(C)n1cnnc1SCC(=O)Nc1cccnc1Cl	68*	5	3	-2	0.7	6	0
O=C(Cc1ccc(F)cc1)Nc1ccc(S(=O)(=O)N2CCCCC2)cc1	1	4	0	-1	-2.5	x	-1
Cn1ncc([N+](=O)[O-])c1C(=O)Nc1ccn(Cc2ccccc2F)n1	-11	-6	0	-2	-3.2	1	-2
Cc1ccc(C)c(S(=O)(=O)N2CCN(C(=O)c3ccc4ccccc4n3)CC2)c1	u	0	2	5	-0.5	x	0
O=C(COC(=O)c1cccs1)NCCc1ccc(F)cc1	-1	-4	2	1	2.5	-3	-4
COc1ccc2[nH]cc(CCNC(=O)COc3ccc4ccc(=O)oc4c3)c2c1	-4	4	3	0	3.4	-3	-1
O=C(N=C1SC2CS(=O)(=O)CC2N1Cc1ccc(Cl)cc1)C1CC1 (stereo not given)	u	1	2	2	0.9	2	1
CCC(=O)Nc1ccc2c(c1)OC[C@@H](C)N(C(=O)c1cnccn1)C[C@H](C)[C@@H](OC)CN(C)C2=O	4	6	0	0	-0.3	x	3
CCCNC(=O)NC(=O)COC(=O)c1cccc(NS(=O)(=O)c2ccc(F)c(F)c2)c1	10	0	1	0	2.0	-1	-5
CCOC(=O)CCC(=O)Nc1cc(S(=O)(=O)N2CCOCC2)ccc1N1CCCCC1	0	5	-1	-1	-1.8	x	-2
CCC(C(=O)NC1CC1)n1nc(C)c2c(C)n(-c3ccccc3)nc2c1=O (stereo not given)	7	x	0	-1	-1.6	-4	-2
C[C@@H]1CCCCO[C@@H](CN(C)Cc2ccc(C(=O)O)cc2)[C@H](C)CN([C@@H](C)CO)C(=O)c2cc(NS(=O)(=O)c3ccccc3)ccc2O1	u	x	x	x	-0.3	-11[16.7 µM]	x
C[C@@H]1CN([C@@H](C)CO)C(=O)c2cccc(NC(=O)Nc3ccc(F)cc3)c2O[C@@H]1CN(C)C	-6	3	-3	2	1.2	-8[16.7 µM]	-1
Cc1noc(C)c1NC(=O)Nc1ccc2c(c1)C(=O)N([C@H](C)CO)C[C@@H](C)[C@H](CN(C)C(=O)Nc1ccc(F)cc1)OCCCC[C@H](C)O2	-7	2	2	0	-0.9	x	x
COc1ccc(Cl)cc1NS(=O)(=O)c1cccc(C(=O)N2CC(C)OC(C)C2)c1 (stereo not given)	-3	2	-2	2	0.7	28	1
COc1ccc(S(=O)(=O)N2CCN(C(=O)c3sccc3-c3ccccc3)CC2)cc1	x	0	-1	-3	0.9	-12	1
CCN1[C@@H]2c3ccc(-c4ccc(F)cc4)c(=O)n3C[C@@H]2[C@@H](CO)[C@@H]1C(=O)N(C)C	-2	2	9	2	-4.1	0[16.7 µM]	0
COc1ccccc1CN1CCNC(=O)C1CC(=O)NCCCn1cccn1 (stereo not given)	-1	-3	-3	2	2.1	x	-1
COCC#Cc1cnc2c(c1)C(=O)N([C@@H](C)CO)C[C@H](C)[C@@H](CN(C)S(C)(=O)=O)O2	-4	11	1	-2	0.2	7[16.7 µM]	-5
O=c1[nH][nH]cc1C=Nc1ccc(Oc2ccccc2)cc1	9	2	-1	1	1.0	x	1
COC(=O)c1nnn(-c2ccsc2C(=O)OC)c1C(=O)OC	8	3	-1	2	-0.2	-5	3
Cn1cnc(S(=O)(=O)N2CCCCN3[C@H](CO)[C@@H](c4ccc(-c5ccccc5F)cc4)[C@@H]3C2)c1	u	-5	2	0	-2.2	-1[16.7 µM]	-4
C=CCn1c(SCc2ccc(Br)cc2F)nc2cc(C(=O)O)ccc2c1=O	3	-2	5	11	0.6	x	-7

Part of the list above in order of molar mass, smallest number first:
SMILES	DENV2 CPE	ERp5 block	ERAP1 HTS inh	Casp6 inh	F508del corr	miR-122 sensor	SIRT5 block
O=C(N=C1SC2CS(=O)(=O)CC2N1Cc1ccc(Cl)cc1)C1CC1 (stereo not given)	u	1	2	2	0.9	2	1
COc1ccc2[nH]cc(CCNC(=O)COc3ccc4ccc(=O)oc4c3)c2c1	-4	4	3	0	3.4	-3	-1
C[C@@H]1CN([C@@H](C)CO)C(=O)c2cc(NS(=O)(=O)c3cccs3)ccc2O[C@@H](C)CCCCO[C@H]1CN(C)C(=O)CCC(F)(F)F	5	x	x	x	0.0	0[16.7 µM]	x

More compounds follow.
SMILES	DENV2 CPE	ERp5 block	ERAP1 HTS inh	Casp6 inh	F508del corr	miR-122 sensor	SIRT5 block
C/C(=N\NC(=O)c1ccccc1)c1ccccc1Br	-2	3	-8	x	-0.4	x	-3
CCCNC(=O)C[C@@H]1C[C@@H]2c3cc(NS(C)(=O)=O)ccc3O[C@@H]2[C@@H](CO)O1	0	x	0	1	-2.2	-2[16.7 µM]	-5
CCN(CC)C(=O)C(=O)Nc1ccc(OCc2ccccc2)cc1	19	10	-2	1	-0.2	2	-3
COC(=O)c1ccc2c(c1)S(=O)(=O)NC2C (stereo not given)	4	0	-3	-2	2.7	x	-1
O=C(CCN1CCOCC1)N1CCCC(Nc2cccc(F)c2)C1 (stereo not given)	-1	4	0	0	-5.8	-6	-3
O=c1cc(-c2ccccc2)nc(SCc2ccccc2F)[nH]1	-2	1	-3	-5	-2.2	x	-1
COc1cc(OC)cc(-c2oc(=O)c3cc(OC)c(OC)cc3c2C(F)(F)F)c1	x	3	3	2	2.2	-2	x
CCOC(=O)NC1(Nc2cccc(Cl)c2)Oc2ccccc2O1	-1	4	-2	1	x	x	0
N#C[C@@H]1[C@@H](c2ccc(-c3ccncc3)cc2)[C@@H](CO)N1C(=O)CN1CCOCC1	-4	4	0	3	-0.9	x	2
Cc1ccc(N/C=C2\CCCCC2=O)nc1	4	2	-1	25	-2.4	11	0
COc1ccc(NC(=O)c2oc3ccccc3c2NC(=O)c2ccc(OC)c(OC)c2)c(OC)c1	6	0	x	1	-2.1	x	-2
Cc1cccc(N2C(=O)c3ccc(C(=O)Nc4cccc(C(=O)O)c4)cc3C2=O)c1	7	0	-20	-3	-1.9	-3	-2
C[C@@H]1CCCCO[C@@H](CN(C)S(C)(=O)=O)[C@@H](C)CN([C@H](C)CO)C(=O)c2cc(NS(=O)(=O)c3cccs3)ccc2O1	-3	6	0	-4	-1.5	2[16.7 µM]	-2
COc1ccc(-c2nonc2NC(=O)c2oc3ccccc3c2C)cc1OC	7	3	-4	-3	-0.1	5	5
Cc1cccc(OC(C)C(=O)OCC(=O)N2CCN(c3ccccc3)CC2)c1 (stereo not given)	-12	-1	2	-1	0.5	x	x
Cc1ccsc1/C=N\NC(=O)CCc1c(C)n[nH]c1C	0	2	-4	5	0.8	x	12
Cn1c(=O)[nH]c(=O)c2c1nc(N1CCN(C(=O)c3ccco3)CC1)n2CCCSc1ncccn1	0	-5	x	-1	-0.9	3	1
O=C(Cc1ccc(Cl)cc1)Nc1ccccc1C(=O)N1CCCC1	5	-4	2	1	-0.2	-13	-1
Cc1ccc(NC(=O)CCc2nnc3ccc(N4CCC(C)CC4)nn23)nc1	6	-3	-4	-3	1.1	-1	-1
NC(=O)COc1cc2oc(=O)c3c(c2cc1Cl)CCCC3	-2	1	1	0	2.4	-3	2
Cc1cc(S(=O)(=O)NC2CCN(Cc3ccccc3)CC2)c(C)cc1Cl	1	4	-10	4	1.4	x	0
CC(C)N1CCN(Cc2ccc(OC3CCCC3)cc2)CC1CCO (stereo not given)	-4	-2	0	-2	-0.4	7	-3
CCOC(=O)c1cc(C#N)c(=S)[nH]c1C	7	-3	0	-1	1.1	x	1
ON=C(CCc1ccccc1)c1ccccc1	-3	4	1	2	-2.6	5	x

Screens deposited in PubChem BioAssay by Broad Institute.
